# Assay outcomes (PubChem)
# F508del corr = correctors of CFTR F508del function in bronchial epithelial cells; CFBE cells, YFP halide quenching; stimulated with forskolin plus potentiator P3; % fluorescence drop versus neutral controls; activity (quench increase), % at 7.58 µM; hit rate 0.36% among 350,000;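 active means mean added fluorescence quench of at least 8% versus neutral control, with both replicates also reaching 8%; inconclusive means only one of the mean or replicate conditions met; inactive means mean below 8% and not both replicates reaching 8%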;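 further: cells transiently co-express mutant CFTR-F508del with the halide-sensitive YFP; corrector assay measuring rescue of mutant channel to the surface after 24 h compound exposure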
# DENV2 CPE rescue = inhibitors of DENV2 cytopathic effect; DENV2-infected cells, cytopathic effect rescue, plate reader; CPE inhibition, % at 9.99 µM; hit rate 1.7% among 350,000; AID 651640; in the data active means CPE inhibition above about 20%, passing the limit was not always enough; inconclusive means no clear call, values can overlap the other calls; tested in BHK-21 cells;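 further: 0% = median of neutral control wells and 100% = median of positive control wells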
# GSIS activator = GLuc luminescence reporter in INS-1E cells, primary screen for activators of glucose-dependent secretion of insulin | AID 743287 | activation, % at 16.6 µM | INS-1E GLuc reporter insulin secretion, 2-3 h | hit rate 0.61% among 370,000;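 active means lowest replicate activation of at least 40%, so every replicate reaches that level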;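 further: 0% = median of neutral control wells and 100% = median of IBMX positive control wells; some compounds called inactive have numbers as strong as hits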
# E-sel inducer = induces E-selectin expression in human endothelial cells | HUVEC E-selectin immunofluorescence imaging; normalized: neutral wells 0, TNF-alpha wells 100 | activation, % at 7.58 µM | P16581 | hit rate 0.37% among 260,000;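 active means mean E-selectin-positive cell signal at least 10% of the positive control, reached in at least 60% of replicates, without over 20% cell loss; inconclusive means no rule given, readout overlaps actives, possibly toxicity-flagged; inactive means the rest, including those meeting only one limit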;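 further: in these data hits start at about 27%; measured in HUVEC primary endothelial cells; signal is the percent of cells scored E-selectin positive by PE staining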
#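 System: HUVEC / Compound: single concentration / Signal: immunofluorescence imaging / Read-out: percent E-selectin-positive cells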
# RAD52 inh = blocks human RAD52 DNA annealing | hit rate 0.46% among 360,000 | inhibition, % at 18.7 µM | P43351 | recombinant RAD52 DNA annealing, FRET fluorescence | AID 651710;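 active means every replicate showing at least 50% inhibition; inconclusive means mean inhibition at least 50% but not in every replicate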
# Target sequence (P43351 whole entry, looked up): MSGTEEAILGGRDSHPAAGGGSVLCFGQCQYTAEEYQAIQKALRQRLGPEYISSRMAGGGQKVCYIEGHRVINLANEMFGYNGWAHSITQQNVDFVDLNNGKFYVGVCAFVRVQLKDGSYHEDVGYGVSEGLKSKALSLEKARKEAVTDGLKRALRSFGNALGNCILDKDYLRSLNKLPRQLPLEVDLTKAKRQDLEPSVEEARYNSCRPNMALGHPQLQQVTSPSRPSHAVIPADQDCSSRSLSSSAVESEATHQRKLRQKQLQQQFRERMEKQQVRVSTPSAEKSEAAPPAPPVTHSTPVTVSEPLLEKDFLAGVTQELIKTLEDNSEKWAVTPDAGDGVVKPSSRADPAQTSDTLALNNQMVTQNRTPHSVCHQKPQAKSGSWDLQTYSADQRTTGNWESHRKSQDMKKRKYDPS
# RAD54 branch = RAD54 (human) branch migration inhibition. Q92698. RAD54 Holliday junction branch migration, FAM/BHQ fluorescence. inhibition, % at 10.4 µM. hit rate 0.14% among 360,000. AID 602329;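 active means mean normalized replicate activity at least 40 and at least half of replicates scoring 40 or more; inconclusive means only one of the two criteria met; inactive means mean below 40 and under half of replicates reaching 40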;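 further: 0% = median of neutral control wells and 100% = median of positive control wells; inhibitors cause a drop in the FAM fluorescence signal; in these data hits start at about 50%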
# CASP6 VEID inh = caspase-6 (human) enzyme inhibition; hit rate 0.53% among 350,000; purified caspase-6, Z-VEID-R110 cleavage fluorescence; P55212; inhibition, % at 12.5 µM; AID 686996;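 active means mean inhibition across replicates at least about 35%, with every replicate also reaching that limit, limit read from the data; inconclusive means only one of the two criteria met; inactive means neither criterion met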;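 further: 0% = median of neutral control wells and 100% = no fluorescence left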
# Target sequence (P55212 24-179 limits assumed): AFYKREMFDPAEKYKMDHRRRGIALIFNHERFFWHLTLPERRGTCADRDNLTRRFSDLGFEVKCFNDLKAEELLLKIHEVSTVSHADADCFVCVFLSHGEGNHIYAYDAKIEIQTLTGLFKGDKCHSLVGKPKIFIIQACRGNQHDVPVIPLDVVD
# Target sequence (P55212 194-293 limits assumed): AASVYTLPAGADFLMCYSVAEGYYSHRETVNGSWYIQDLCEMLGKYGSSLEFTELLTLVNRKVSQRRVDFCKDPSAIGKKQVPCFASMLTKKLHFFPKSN
# XiGFP reactiv = X-chromosome reactivation activator; hit rate 0.055% among 360,000; XiGFP mouse fibroblasts, % GFP-positive cells imaging, 3 d; cells co-treated with 5-aza-dC sensitizer; scaled so ellipticine positive control = 100%; activation, % at 7.58 µM;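 active means mean normalized replicate activation at least 10% and every replicate at or above 10%; inconclusive means only one of the two criteria met; inactive means mean below 10% and not all replicates reach 10%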;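 further: 0% = median of on-plate neutral control wells and 100% = ellipticine 6 µM median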
#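 assay system = SV40-immortalized XiGFP fibroblast cells, line 68-5-11 | buffer or medium = DMEM plus 5-aza-dC sensitizer | doses = single-point pinned compound dosing | times = 3-day compound exposure, then 15 min fixation at room temperature | benchmarks = positive control ellipticine, 6 µM final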
# Numbers without * were called inactive; ? = inconclusive; / = no result given; & = joins results of further samples. Compounds as they come; 3.7% or so of the library scored in one or more.
SMILES,F508del corr,DENV2 CPE rescue,GSIS activator,E-sel inducer,RAD52 inh,RAD54 branch,CASP6 VEID inh,XiGFP reactiv
Cc1ccc(S(=O)(=O)N(CC(O)CN2CCCC2)c2ccccc2)cc1 (stereo not given),1.2,0,-3,/,-149,-4,0,/
CC(=O)N[C@H]1CC[C@@H](CCNC(=O)C2CCCC2)O[C@H]1CO,1.8,0,17,0.3,-9,-2,8,0.3
COc1cc(C)c(C(C)C)cc1S(=O)(=O)NC1CC(C)(C)NC(C)(C)C1,-0.6,-4,-3,/,-11,2,0,0.0
Cc1ccccc1-c1ccc([C@@H]2[C@H](CO)N3C(=O)CN(C(=O)NC4CCCC4)C[C@@H]23)cc1,-0.3,4,-17,-0.1,-2,/,2,0.1
O=C(O)C1CCN(c2ccc(S(=O)(=O)N3CCCCC3)cc2[N+](=O)[O-])CC1,1.8,6,-11,0.1,-6,-5,0,0.0
CCc1nc(N2[C@H](C#N)[C@@H](c3ccccc3-c3ccccc3F)[C@@H]2CO)sc1C,0.8,-2,3,0.0,6,/,2,0.0
Cc1ccccc1-c1nc(-c2ccc(Br)o2)no1,2.6,0,-5,0.0,-7,-10,0,-0.1
CCCN(C)C[C@H]1Oc2cc(-c3cccnc3)ccc2S(=O)(=O)N([C@@H](C)CO)C[C@H]1C,0.1,-9,10,0.8,0,-1,2,0.6
Cc1cc(C)[n+]2[nH]c(N)c(N=Nc3ccccc3)c2n1,-4.9,15,1,4.0,-1,/,-1,0.1
COCC(=O)N1CC2(C1)[C@@H](c1ccc(C3=CCCC3)cc1)[C@H](CO)N2C(=O)COC,-2.1,-2,14,-0.1,-28,/,1,0.0
O=C(Nc1ccc(-c2cn3c(n2)SCC3)cc1)c1ccc2c(c1)OCO2,1.6,13,-6,-1.2,-102,-27,-3,0.1
COCC#Cc1ccc([C@@H]2[C@H](C#N)N(C(=O)Cc3ccccc3)[C@H]2CO)cc1,-0.2,0,-1,-0.2,-18,0,-2,0.0
NS(=O)(=O)c1ccc(CNC(=O)c2csc3c2CCCC3)cc1,2.0,-1,0,/,-3,/,7,0.0
COc1ccc(C(=O)OCCNC(=O)c2ccncc2)cc1OC,/,-4,17,/,-17,-5,0,0.2
CCNC(=O)[C@@H]1[C@@H](CO)[C@@H]2Cn3c(ccc(-c4ccccc4F)c3=O)[C@H]1N2CC1CC1,-0.5,12,5,-0.2,13,-5,2,0.0
Brc1ccc(Oc2nnnn2-c2ccccc2)cc1,-2.4,2,-4,-0.2,3,1,-5,0.4
O=C1C2CCCN2C(c2ccco2)N1c1ccc(F)cc1 (stereo not given),0.0,2,-6,/,-35,/,2,0.0
O=C(N/C(=C/c1cccs1)C(=O)N1CCCC1)c1ccccc1,-1.2,5,0,/,-5,9,12,0.8
CN1CCN(CC2(O)CCN(S(=O)(=O)c3ccc(Cl)cc3)CC2)CC1,-2.9,/,-3,/,-6,/,3,0.1
CC(=O)c1cn(C)c(=O)c2ccccc12,0.0,-1,-3,6.7,-9,-17,13,0.4
CCCCn1c(N)c(N2CCOCC2)c(=O)n(CC(=O)NC(C)c2ccccc2)c1=O (stereo not given),5.2,3,1,?,-6,/,-1,0.0
COc1cc(C(O)P(=O)(OC(C)C)OC(C)C)cc(OC)c1OC (stereo not given),/,/,-2,1.2,/,-12,/,0.0
CCC(=O)c1cn(CC(=O)Nc2cccc(C)c2)c2ccccc12,-0.4,69*,3,/,-4,3,0,0.0
Cc1cc(C)cc(N(CC(=O)NC2CCC(C)CC2)S(=O)(=O)c2c(C)[nH]c(=O)[nH]c2=O)c1 (stereo not given),-3.4,?,/,-0.1,-14,-2,5,-0.1
CC1(C(=O)NCC2CCCCC2)CCN1CCc1ccccc1 (stereo not given),-2.1,0,80*,-0.3,3,-7,1,0.4

# The list goes on.
SMILES,F508del corr,DENV2 CPE rescue,GSIS activator,E-sel inducer,RAD52 inh,RAD54 branch,CASP6 VEID inh,XiGFP reactiv
Cc1ccc(C)c(NC(=S)N2CCC(c3nc4ccccc4s3)CC2)c1,-1.8,5,-26,/,-16,-6,-1,/
Cc1ccc(S(=O)(=O)N(C)C[C@H]2Oc3ccc(NS(=O)(=O)c4cn(C)cn4)cc3C(=O)N([C@@H](C)CO)C[C@H]2C)cc1,-1.7,/,8,0.3,/,/,/,-1.0
CNC[C@@H]1Oc2c(NS(=O)(=O)c3ccc(F)cc3)cccc2C(=O)N([C@@H](C)CO)C[C@@H]1C,3.0,-6,-6,/,8,-7,-2,0.4
CO[C@H]1CN(C)C(=O)c2ccc(NC(=O)C3CC3)cc2OC[C@@H](C)N(Cc2ccncc2)C[C@H]1C,-2.6,-1,2,0.0,3,6,1,-0.1
COc1nc(NCC(C)C)nc(Oc2ccc(=O)n(-c3ccccc3)n2)n1,5.1,2,/,0.2,-10,-3,-1,-0.1
C[C@H]1CN([C@@H](C)CO)C(=O)c2cccc(NS(=O)(=O)c3cccs3)c2O[C@H]1CN(C)Cc1ccc2c(c1)OCO2,-3.8,-6,5,-9.8,2,-4,0,-0.6
COCC(=O)N1CCC(Oc2ccc(C(=O)NC(C)c3csc(C)n3)cc2)CC1 (stereo not given),1.3,12,-9,0.2,-10,-19,1,0.1
COC(=O)C[C@@H]1CC[C@H]2[C@H](COc3ccc(NC(=O)Nc4ccc(Cl)cc4)cc3C(=O)N2C)O1,-1.0,12,-12,0.5,/,2,/,0.4
COc1ccc(NC(=O)c2cnc3ccccn3c2=O)c(OC)c1,1.4,7,5,1.7,-11,-6,0,0.3
O=C(CCN1C(=O)/C(=C/c2ccccc2F)SC1=S)NCCCn1ccnc1,0.5,-4,0,/,-17,-8,-10,0.0
O=C(C[C@@H]1CC[C@@H](NC(=O)NC2CCCC2)[C@H](CO)O1)NCc1ccc(F)cc1,1.3,-4,12,0.0,3,2,-3,-0.1
CO[C@@H]1CN(C)C(=O)c2cc(NS(C)(=O)=O)ccc2OC[C@@H](C)N(Cc2ccccn2)C[C@@H]1C,-2.2,/,-2,-0.4,/,/,/,0.1
Cn1nnnc1SCC(=O)NCc1ccc2c(c1)OCO2,-5.3,0,0,3.0,-2,/,3,0.0
COc1cc(C(=O)Oc2ccc(C(=S)N3CCOCC3)cc2)cc(OC)c1OC,-2.6,13,-13,-0.1,-3,-8,1,0.1
Cn1nccc1C(=O)N1CCN(c2ccccc2F)CC1,-0.8,-4,-5,-0.3,-18,0,1,0.2
C[C@H](CO)N1C[C@H](C)[C@H](CN(C)S(=O)(=O)c2ccc(Cl)cc2)Oc2c(NC(=O)Nc3ccc(C(F)(F)F)cc3)cccc2C1=O,-5.5,8,/,/,-4,1,0,/
C[C@@H]1CN([C@H](C)CO)S(=O)(=O)c2ccc(-c3ccccc3)cc2O[C@H]1CN(C)C(=O)c1ccccc1F,-0.9,/,13,0.6,/,/,/,-0.6
O=C(C[C@@H]1CC[C@@H]2[C@H](COC[C@H](O)CN2S(=O)(=O)c2ccccc2)O1)NCC1CCCCC1,-1.1,2,-2,0.1,2,-6,-2,0.0
Cc1cc(C(=O)O)n(C(C)(C)C)n1,-1.2,4,1,-0.1,-10,7,2,0.3
CC1CCC2(CC1)NC(=O)N(CC(=O)NCc1ccc3c(c1)OCO3)C2=O (stereo not given),1.2,-1,16,/,-13,/,-2,-0.1
Cc1c(S(=O)(=O)Nc2ccc(Br)cc2)c(=O)n(C)c(=O)n1C,0.0,-5,-6,-0.2,-1,-7,-3,0.2
CCCCNC(=O)N1CCCN(c2ccc(C#N)cn2)CC1,0.9,-1,6,-0.1,4,-2,/,0.1
O=C(Cn1ncc2c1-c1ccccc1OC2)Nc1cccc(Cl)c1,-5.2,-2,-33,0.8,-12,3,0,0.0
N#Cc1ccc(-c2ccc3c(c2)[C@H]2[C@H](CCN2C(=O)c2cccnc2)[C@@H](CO)N3)cc1,1.3,/,4,-0.2,7,-11,/,0.1
O=C(NCc1ccccc1)c1nc(-c2c(F)cccc2F)oc1-c1ccccc1,6.2,14,/,0.3,-13,/,-4,0.3

# (cont.)
SMILES,F508del corr,DENV2 CPE rescue,GSIS activator,E-sel inducer,RAD52 inh,RAD54 branch,CASP6 VEID inh,XiGFP reactiv
C[C@@H]1CN([C@H](C)CO)C(=O)c2cccc(NC(=O)c3ccncc3)c2O[C@H]1CN(C)CC1CC1,-0.4,-7,10,0.7,-6,-1,0,0.2
C[C@H](CO)N1C[C@H](C)[C@@H](CN(C)C(=O)CCCN(C)C)OCCCC[C@H](C)Oc2ccc(NC(=O)c3ccccc3)cc2C1=O,1.1,3,4,-0.5,7,3,1,-1.2
O=C(O)CC(C(=O)O)c1ccc(OCCCCOc2ccc(C(CC(=O)O)C(=O)O)cc2)cc1 (stereo not given),-1.8,2,-4,/,-12,4,14,0.1
C/C(=N\NC(=O)c1ccc(NS(=O)(=O)c2cccs2)cc1)c1ccc2ccccc2c1,/,/,5,1.2,/,-10,/,1.1
COC(=O)c1ccc2c(=O)n(CCN3CCOCC3)c(SCC(=O)Nc3ccc(C)cc3)nc2c1,-1.4,5,-11,/,2,0,1,0.2
O=C(NN1C(=O)C2C3C=CC(O3)C2C1=O)c1ccncc1 (stereo not given),1.2,?,1,-1.2,-4,/,-3,0.0
Cc1ccc(OCC(=O)Nc2ccc(S(=O)(=O)Nc3ccccn3)cc2)cc1,2.9,-3,16,/,-13,/,-1,0.1
COc1ccccc1NC(=O)N[C@H]1CC[C@H](CC(=O)NCc2ccc(Cl)c(Cl)c2)O[C@@H]1CO,-1.9,-1,15,-0.4,-2,8,1,-0.2
COc1cccc(C(=O)N2C[C@@H]3[C@H](c4ccccc42)[C@H](CO)N3C(=O)c2cccc(F)c2)c1,-0.5,-14,15,0.1,-6,-1,0,0.1
COc1cc(CNC(=O)c2cnccn2)cc(OC)c1,-1.0,1,4,/,5,-2,-1,0.1
N#CC1(Nc2ccc(-c3ccc(Cl)cc3)cc2)CCCC1,-3.3,-4,/,0.0,-1,/,-1,0.0
CCOC(=O)C/C(N)=N/NC(=O)c1ccc(Cl)cc1Cl,-2.0,1,-10,/,-19,/,1,0.0
C=CCN(c1ccc(C(=O)NCCSc2ccccc2)cc1)S(C)(=O)=O,0.5,3,-10,0.0,-8,3,-2,0.2
CCOC(=O)N1CCC(N2C(=O)c3ccc(C(=O)NCc4ccc(F)cc4)cc3C2=O)CC1,0.5,-13,-47,-0.2,-8,3,-1,-0.1
O/N=C/c1cn(-c2ccccc2)nn1,-0.8,-3,8,-4.6,-9,/,-1,0.0
O=C(CCCCCl)Nc1c2c(nc3ccccc13)CCC2,-2.2,3,-1,/,-7,-5,-1,0.0
Cc1noc(C)c1NC(=O)Nc1ccc2c(c1)C(=O)N([C@@H](C)CO)C[C@H](C)[C@@H](CN(C)S(C)(=O)=O)OCCCC[C@@H](C)O2,-0.2,5,-1,1.3,-4,?,-1,0.0
CCN(CC)C(=O)C1CCCN(Cc2cccc(Cl)c2)C1 (stereo not given),-0.4,1,19,-0.3,-1,-4&-5,-1,0.5
O=C(c1cccc(Cl)c1)N1CCN(c2ccc3c(c2)C2CC3CCN2C(=O)OCc2ccccc2)CC1 (stereo not given),3.7,-8,-1,-8.3,-26,5,-2,0.2
